Bioassay records: PubChem, several laboratories
Bcl-xL primary: inhibitors of human Bcl-xL | Q07817 | inhibition, % at 10.9 µM | 320,000 tested, 0.7% active | GST-Bcl-xL / FITC-Bim BH3 peptide fluorescence polarization;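 active = inhibition above the mean of all tested compounds plus 3 SD, cutoff set per campaign, cut at about 30% in these data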;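 also: 0% = DMSO wells and 100% = unlabeled Bim-BH3 peptide competitor; inhibitors lower millipolarization by displacing the labeled peptide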
Target sequence (Q07817 whole entry, looked up): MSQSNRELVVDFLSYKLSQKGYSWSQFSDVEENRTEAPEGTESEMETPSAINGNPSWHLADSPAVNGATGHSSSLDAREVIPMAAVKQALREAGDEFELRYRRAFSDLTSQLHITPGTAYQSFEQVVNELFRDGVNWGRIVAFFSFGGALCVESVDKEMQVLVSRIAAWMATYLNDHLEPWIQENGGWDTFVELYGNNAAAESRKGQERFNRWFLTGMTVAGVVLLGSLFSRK
GLD-1 RNA inh: GLD-1-TGE RNA interaction inhibition (C. elegans); Q17339; purified GLD-1 + fluorescein TGE RNA, fluorescence polarization; inhibition, % at 5.96 µM; 320,000 tested, 0.44% active; AID 2280;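 active = percent inhibition above a per-plate cutoff, the plate mean of test compounds plus 3 SD, cut at about 30% in these data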;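 also: 0% = DMSO wells with GLD-1 and probe and 100% = wells lacking GLD-1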
pPAFAH inh: pPAFAH (human) enzyme inhibition. Q13093. recombinant pPAFAH, FP-rhodamine probe fluorescence polarization. AID 463082. 330,000 tested, 1.5% active. inhibition, % at 3.39 µM;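 active = inhibition above the mean inhibition across the screen plus 3 SD, cut at about 25% in these data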;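 also: inhibitors block binding of the rhodamine activity-based probe so polarization drops; 0% = enzyme with DMSO and 100% = wells lacking pPAFAH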
Target sequence (Q13093 whole entry, looked up): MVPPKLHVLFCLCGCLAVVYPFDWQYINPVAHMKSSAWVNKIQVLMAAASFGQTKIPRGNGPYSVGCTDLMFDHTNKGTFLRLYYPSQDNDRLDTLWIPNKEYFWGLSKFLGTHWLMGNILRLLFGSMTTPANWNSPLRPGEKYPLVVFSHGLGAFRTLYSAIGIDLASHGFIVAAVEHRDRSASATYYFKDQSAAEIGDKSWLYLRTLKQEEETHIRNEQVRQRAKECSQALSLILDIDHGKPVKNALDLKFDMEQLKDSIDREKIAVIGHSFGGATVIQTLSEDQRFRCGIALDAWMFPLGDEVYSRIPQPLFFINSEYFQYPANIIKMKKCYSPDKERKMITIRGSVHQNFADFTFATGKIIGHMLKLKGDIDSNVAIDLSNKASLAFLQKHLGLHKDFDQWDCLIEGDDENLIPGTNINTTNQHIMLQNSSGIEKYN
PME-1 inh: blocks human protein phosphatase methylesterase 1 | recombinant PME-1, FP-Rh probe fluorescence polarization | inhibition, % at 5.9 µM | 320,000 tested, 0.53% active;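 active = inhibition above the campaign mean of all compounds plus 3 SD, cut at about 26% in these data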;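 also: competitive labeling of PME-1 active site by serine hydrolase directed probe; 0% = PME-1 with DMSO and 100% = wells lacking PME-1 enzyme; inhibitors block probe labeling so polarization falls and inhibition rises; many of its hits are not listed in these tables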
Fam108B inh: counter-screen for RBBP9 inhibitors: inhibitors of mouse Fam108B | recombinant Fam108B, FP-Rh probe fluorescence polarization | inhibition, % at 9.51 µM | 300,000 tested, 0.33% active;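 active = inhibition above the screen mean inhibition plus 3 SD, computed separately per campaign, cut at about 18% in these data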;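 also: inhibitors lower polarization as less probe binds the enzyme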
AHR activator: human AHR activation; AHR-responsive luciferase reporter cells, luminescence; activation, % at 5 µM; 320,000 tested, 2.5% active; AID 2796; in the data active = activation above about 47%;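 also: 0% = vehicle wells and 100% = reference agonist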
MCL1-BIM inh: MCL1-BIM-BH3 interaction inhibition (human); AID 2057; GST-MCL1 / FITC-Bim-BH3 fluorescence polarization; Q07820; inhibition, % at 10.9 µM; 320,000 tested, 0.68% active;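 active = inhibition above the mean inhibition of all tested compounds plus 3 SD, set per campaign, cut at about 40% in these data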;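 also: 0% = DMSO wells and 100% = unlabeled Bim-BH3 peptide control; higher means more loss of mP so more displacement of Bim peptide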
PAFAH1B2 inh: PAFAH1B2 (human) inhibition; P68402; recombinant PAFAH1B2, FP-rhodamine activity probe, fluorescence polarization; inhibition, % at 3.39 µM; 340,000 tested, 1.2% active; AID 492953;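 active = inhibition above the mean of all tested compounds plus 3 SD, cut at about 24% in these data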;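 also: 0% = enzyme with DMSO and 100% = wells lacking PAFAH1B2; many of its hits are not listed in these tables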
Target sequence (P68402 whole entry, looked up): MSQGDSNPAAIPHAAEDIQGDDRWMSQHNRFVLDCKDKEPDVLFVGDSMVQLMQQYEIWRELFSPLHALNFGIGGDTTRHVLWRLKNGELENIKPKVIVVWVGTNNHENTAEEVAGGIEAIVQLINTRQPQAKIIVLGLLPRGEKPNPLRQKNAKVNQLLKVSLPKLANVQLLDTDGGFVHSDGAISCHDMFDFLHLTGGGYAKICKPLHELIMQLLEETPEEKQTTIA
MEX-5 binding: C. elegans MEX-5 TCR-2 RNA binding activity. Q9XUB2. MEX-5/FITC-TCR2 RNA binding, fluorescence polarization; active compounds read low. activity score (negative = inhibition of binding), % at 10 µM. 300,000 tested, 0.38% active. AID 1832;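 active = inhibition past about -25% in most replicates, and total fluorescence under double the plate's negative control median, limit read from the data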;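 also: 0% = DMSO and -100% = 5 µM competing unlabeled TCR2 RNA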
Active calls of the source: *. An excerpt; count on the stated rates, not on these rows.

Results for CCOc1ccc(-n2nc(C(=O)N3CCN(CC)CC3)c3ccccc3c2=O)cc1 ?
Bcl-xL primary: 6; GLD-1 RNA inh: -1; pPAFAH inh: -2; PME-1 inh: 8; Fam108B inh: -1; AHR activator: 2; MCL1-BIM inh: 13; PAFAH1B2 inh: -1; MEX-5 binding: 3.0

What do the screens show for `Cc1ccc(N2CC(C(=O)Nc3nc4ccc(S(C)(=O)=O)cc4s3)CC2=O)cc1C` (stereo not given)?
Bcl-xL primary: 5; GLD-1 RNA inh: 1; pPAFAH inh: 0; PME-1 inh: -1; Fam108B inh: -1; AHR activator: 0; MCL1-BIM inh: 9; PAFAH1B2 inh: 10; MEX-5 binding: 2.7

What do the screens show for `COc1ccc(-c2c(-c3cc(OC)cc(OC)c3)n(C)c3ccc(-c4ccc(OC)cc4F)cc23)cc1`?
Bcl-xL primary: -2; GLD-1 RNA inh: -7; pPAFAH inh: -5; PME-1 inh: -3; AHR activator: 4; MCL1-BIM inh: -7; PAFAH1B2 inh: -1

What do the screens show for `O=C(NCc1nnc(SCC(=O)N2CCCC2)o1)c1ccccc1F`?
Bcl-xL primary: 5; GLD-1 RNA inh: -2; pPAFAH inh: 3; PME-1 inh: -2; Fam108B inh: -4; AHR activator: -4; MCL1-BIM inh: 1; PAFAH1B2 inh: 4; MEX-5 binding: -1.2

What do the screens show for `COc1cccc2[nH]c3c(N4CCN(Cc5ccc6c(c5)OCO6)CC4)ncnc3c12`?
Bcl-xL primary: 2; GLD-1 RNA inh: 2; pPAFAH inh: 15; PME-1 inh: 20; Fam108B inh: 4; AHR activator: 73*; MCL1-BIM inh: 1; MEX-5 binding: -1.0

How did CCN(CC)S(=O)(=O)c1ccc(N2CCN(c3ccccc3O)CC2)nc1 do in these assays?
Bcl-xL primary: 1; GLD-1 RNA inh: 5; pPAFAH inh: 7; PME-1 inh: 1; Fam108B inh: 0; AHR activator: -1; MCL1-BIM inh: 5; PAFAH1B2 inh: 0; MEX-5 binding: 0.9

What do the screens show for `O=C(NNS(=O)(=O)c1ccc(F)cc1)c1ccccc1`?
Bcl-xL primary: 5; GLD-1 RNA inh: 5; pPAFAH inh: -2; PME-1 inh: 3; Fam108B inh: -2; AHR activator: -2; MCL1-BIM inh: 5; PAFAH1B2 inh: -1; MEX-5 binding: 1.0

How did Cc1ccc(-n2c(=O)c(C#N)cc3c(=O)n4cccc(C)c4nc32)cc1 do in these assays?
Bcl-xL primary: 6; GLD-1 RNA inh: -1; pPAFAH inh: 8; PME-1 inh: -2; Fam108B inh: -2; AHR activator: 0; MCL1-BIM inh: 2; PAFAH1B2 inh: 9; MEX-5 binding: -6.9

What do the screens show for `CCCc1cc(C(=O)NCc2ccc(OC)cc2)no1`?
Bcl-xL primary: -2; GLD-1 RNA inh: 10; pPAFAH inh: 2; PME-1 inh: -2; Fam108B inh: 2; AHR activator: 4; MCL1-BIM inh: -6; PAFAH1B2 inh: 4; MEX-5 binding: 0.4

How did COc1cccc(/C=C2\N=C(C3CCCCC3)OC2=O)c1OC do in these assays?
Bcl-xL primary: 6; GLD-1 RNA inh: 3; pPAFAH inh: -3; PME-1 inh: -1; Fam108B inh: 3; AHR activator: -1; MCL1-BIM inh: -6; PAFAH1B2 inh: 9; MEX-5 binding: 2.6

Results for Cn1c(=O)c2c(-c3ccc(C(C)(C)C)cc3)n(N3CCOCC3)cc2n(C)c1=O ?
Bcl-xL primary: 3; GLD-1 RNA inh: 5; pPAFAH inh: 4; PME-1 inh: 8; Fam108B inh: 5; AHR activator: 1; MCL1-BIM inh: -4; PAFAH1B2 inh: -2; MEX-5 binding: 2.4

How did CC(C)(C)C(=O)CN1C(=O)NC2(CCc3ccccc32)C1=O (stereo not given) do in these assays?
Bcl-xL primary: 0; GLD-1 RNA inh: 0; pPAFAH inh: 3; PME-1 inh: -1; Fam108B inh: 2; AHR activator: 0; MCL1-BIM inh: -4; PAFAH1B2 inh: 5; MEX-5 binding: -0.2

What do the screens show for `Cc1nc2ccccc2n1CC(O)COc1ccccc1Cl` (stereo not given)?
Bcl-xL primary: 3; GLD-1 RNA inh: 4; pPAFAH inh: -1; PME-1 inh: 0; Fam108B inh: -4; AHR activator: 0; MCL1-BIM inh: 0; PAFAH1B2 inh: 1; MEX-5 binding: 1.3

Results for CC1CCC2C(=O)N(c3cccc(OS(=O)(=O)c4ccccc4)c3)C(=O)C2C1 (stereo not given) ?
Bcl-xL primary: 2; GLD-1 RNA inh: 11; pPAFAH inh: 0; PME-1 inh: 0; Fam108B inh: 4; AHR activator: 0; MCL1-BIM inh: -3; PAFAH1B2 inh: 4; MEX-5 binding: 0.7

How did O=C(O)c1cc([N+](=O)[O-])c(Nc2cccc3ccccc23)c([N+](=O)[O-])c1 do in these assays?
Bcl-xL primary: 6; GLD-1 RNA inh: 8; pPAFAH inh: 9; PME-1 inh: 7; Fam108B inh: 2; AHR activator: 17; MCL1-BIM inh: 3; PAFAH1B2 inh: 4; MEX-5 binding: -3.6

What do the screens show for `Cc1ccc(C(=O)NCCc2ccc(S(N)(=O)=O)cc2)cc1[N+](=O)[O-]`?
Bcl-xL primary: 3; GLD-1 RNA inh: 8; pPAFAH inh: 5; PME-1 inh: -5; Fam108B inh: 2; AHR activator: -1; MCL1-BIM inh: 8; PAFAH1B2 inh: -2; MEX-5 binding: -0.1

Results for CCc1ccccc1N1CC(C(=O)O)CC1=O (stereo not given) ?
Bcl-xL primary: 6; GLD-1 RNA inh: 1; pPAFAH inh: -1; PME-1 inh: -3; Fam108B inh: -4; AHR activator: 1; MCL1-BIM inh: 11; PAFAH1B2 inh: 3; MEX-5 binding: -0.3

How did O=C(NCCc1ccccc1)C1CCCN(S(=O)(=O)c2cccs2)C1 (stereo not given) do in these assays?
Bcl-xL primary: 5; GLD-1 RNA inh: -1; pPAFAH inh: 1; PME-1 inh: 0; Fam108B inh: -1; AHR activator: 2; MCL1-BIM inh: 2; PAFAH1B2 inh: 8; MEX-5 binding: -1.4

How did Cc1ccc(F)cc1NC(=O)N1CCNC(=O)C1CC(=O)Nc1cc(Cl)ccc1Cl (stereo not given) do in these assays?
Bcl-xL primary: 3; GLD-1 RNA inh: 4; pPAFAH inh: 7; PME-1 inh: 5; Fam108B inh: -6; AHR activator: 1; MCL1-BIM inh: 6; PAFAH1B2 inh: 3; MEX-5 binding: -0.8

What do the screens show for `O=C(Nc1ccc(N2C(=O)C3C4C=CC(C4)C3C2=O)cc1)Nc1nncs1` (stereo not given)?
Bcl-xL primary: 3; GLD-1 RNA inh: 1; pPAFAH inh: 8; PME-1 inh: 4; Fam108B inh: 2; AHR activator: 0; MCL1-BIM inh: 6; PAFAH1B2 inh: 5; MEX-5 binding: -0.3

Results for Cc1cc(NC(=O)c2cc(C3CC3)on2)n(-c2ccccc2)n1 ?
Bcl-xL primary: 5; GLD-1 RNA inh: -1; pPAFAH inh: 2; PME-1 inh: -7; Fam108B inh: 3; AHR activator: 0; MCL1-BIM inh: 0; PAFAH1B2 inh: 2; MEX-5 binding: 0.3

Results for O=C(CSc1nnc(NC(=O)Cc2ccccc2)s1)NCC1CCCO1 (stereo not given) ?
Bcl-xL primary: 1; GLD-1 RNA inh: -7; pPAFAH inh: 7; PME-1 inh: 3; Fam108B inh: 3; AHR activator: 2; MCL1-BIM inh: -3; PAFAH1B2 inh: 6; MEX-5 binding: 2.1

What do the screens show for `Cc1cccc(C2N=C(N)Nc3nc4ccccc4n32)c1` (stereo not given)?
Bcl-xL primary: 7; GLD-1 RNA inh: -15; pPAFAH inh: 2; PME-1 inh: -23; Fam108B inh: 2; AHR activator: 0; MCL1-BIM inh: 7; PAFAH1B2 inh: 4; MEX-5 binding: 4.7

What do the screens show for `O=S(=O)(O)c1cc2oc(-c3ccccc3)nc2c2ccccc12`?
Bcl-xL primary: 6; GLD-1 RNA inh: 4; pPAFAH inh: 5; PME-1 inh: -2; Fam108B inh: -2; AHR activator: 15; MCL1-BIM inh: 5; PAFAH1B2 inh: -2; MEX-5 binding: 1.7

What do the screens show for `CCCCNC(=O)CN(C1CCCCC1)S(C)(=O)=O`?
Bcl-xL primary: -3; GLD-1 RNA inh: 1; pPAFAH inh: 0; PME-1 inh: -6; Fam108B inh: 0; AHR activator: 2; MCL1-BIM inh: -4; PAFAH1B2 inh: 6; MEX-5 binding: -0.5

What do the screens show for `COc1ccc(S(=O)(=O)N2CCC(C(=O)NCC3CCCCC3)CC2)cc1`?
Bcl-xL primary: 4; GLD-1 RNA inh: 1; pPAFAH inh: 3; PME-1 inh: -2; Fam108B inh: 0; AHR activator: 0; MCL1-BIM inh: 0; PAFAH1B2 inh: -3; MEX-5 binding: 1.2

Results for O=C(COc1ccccc1Cl)Nn1cnnc1 ?
Bcl-xL primary: 7; GLD-1 RNA inh: 7; pPAFAH inh: 5; PME-1 inh: 0; Fam108B inh: -7; AHR activator: -2; MCL1-BIM inh: 11; PAFAH1B2 inh: 1; MEX-5 binding: 0.3

What do the screens show for `O=c1cccccc1NN=C1CCCCC1`?
Bcl-xL primary: -10; GLD-1 RNA inh: -18; pPAFAH inh: 17; PME-1 inh: 4; Fam108B inh: 3; AHR activator: 8; MCL1-BIM inh: -13; PAFAH1B2 inh: 2; MEX-5 binding: -10

Results for O=C(Nc1ccc(-c2nc3ccccc3o2)cc1)c1cc(-n2cnnc2)ccc1Cl ?
Bcl-xL primary: 2; GLD-1 RNA inh: 1; pPAFAH inh: 8; PME-1 inh: -10; Fam108B inh: -7; AHR activator: -7; MCL1-BIM inh: 4; PAFAH1B2 inh: -2; MEX-5 binding: -3.5

How did CN(C(=O)c1cccs1)c1ccccc1C(=O)O do in these assays?
Bcl-xL primary: 2; GLD-1 RNA inh: -4; pPAFAH inh: 2; PME-1 inh: -1; Fam108B inh: -1; AHR activator: 3; MCL1-BIM inh: -8; PAFAH1B2 inh: 0; MEX-5 binding: 2.0

How did COc1cccc(CNC(=O)Cn2nc(C)c3c(C)n(-c4ccc(C)cc4)nc3c2=O)c1OC do in these assays?
Bcl-xL primary: 1; GLD-1 RNA inh: 6; pPAFAH inh: 1; PME-1 inh: 2; Fam108B inh: -1; AHR activator: 0; MCL1-BIM inh: 7; PAFAH1B2 inh: 2; MEX-5 binding: 1.9

How did COc1cccc(NC(=O)C(c2ccccc2)N2CCNC(=O)C2)c1 (stereo not given) do in these assays?
Bcl-xL primary: -3; GLD-1 RNA inh: -1; pPAFAH inh: 4; PME-1 inh: -1; Fam108B inh: 1; AHR activator: 4; MCL1-BIM inh: 1; PAFAH1B2 inh: 0; MEX-5 binding: 0.4

How did COC(=O)c1cccc(NC(=O)C2COc3ccccc3O2)c1C (stereo not given) do in these assays?
Bcl-xL primary: 2; GLD-1 RNA inh: 4; pPAFAH inh: 4; PME-1 inh: -3; Fam108B inh: 0; AHR activator: -5; MCL1-BIM inh: 1; PAFAH1B2 inh: -3; MEX-5 binding: 1.2

How did COc1ccc(NC(=O)C2CCN(S(=O)(=O)c3ccc4c(c3)CC(C)N4C(C)=O)CC2)c(OC)c1 (stereo not given) do in these assays?
Bcl-xL primary: 9; GLD-1 RNA inh: 3; pPAFAH inh: 1; PME-1 inh: 0; Fam108B inh: 1; AHR activator: 2; MCL1-BIM inh: -2; PAFAH1B2 inh: 1; MEX-5 binding: 0.6
